LDHA inh: blocks human lactate dehydrogenase A. P00338. purified LDHA, NADH/diaphorase-resazurin fluorescence; hits give low values. activity change, % (values are at about 110 or 230 µM). 480,000 tested, 0.15% active. AID 1347041; in the data active = activity change below about -30%; inconclusive = mostly about -25% to -30%;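 note: plate controls were DMSO wells for no effect and wells without enzyme for full effect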
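Human LDH5 (2 nM) was incubated with 0.06 mM NADH and 0.2 mM pyruvate for 5 min at room temperature in Tris pH 7.4. Remaining NADH was coupled through diaphorase/resazurin, and resorufin fluorescence was read at 0 and 20 min.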
ALOX12 inh: inhibitors of human 12S-lipoxygenase ALOX12 | purified 12hLO, xylenol orange hydroperoxide absorbance | 580,000 tested, 1.1% active | Potency, µM (doses to about 108 µM), for inactives: top-dose activity change, negative = inhibition, most hits filed as inhibitors | P18054; active = well fitted inhibition curve with a large enough effect; inconclusive = small, poorly fitted or top-dose-only effect, or another doubt; inactive = no such curve, though single readings can be large or run the other way; note: potency is the fitted concentration of half-maximal effect
Target sequence (P18054 whole entry, looked up): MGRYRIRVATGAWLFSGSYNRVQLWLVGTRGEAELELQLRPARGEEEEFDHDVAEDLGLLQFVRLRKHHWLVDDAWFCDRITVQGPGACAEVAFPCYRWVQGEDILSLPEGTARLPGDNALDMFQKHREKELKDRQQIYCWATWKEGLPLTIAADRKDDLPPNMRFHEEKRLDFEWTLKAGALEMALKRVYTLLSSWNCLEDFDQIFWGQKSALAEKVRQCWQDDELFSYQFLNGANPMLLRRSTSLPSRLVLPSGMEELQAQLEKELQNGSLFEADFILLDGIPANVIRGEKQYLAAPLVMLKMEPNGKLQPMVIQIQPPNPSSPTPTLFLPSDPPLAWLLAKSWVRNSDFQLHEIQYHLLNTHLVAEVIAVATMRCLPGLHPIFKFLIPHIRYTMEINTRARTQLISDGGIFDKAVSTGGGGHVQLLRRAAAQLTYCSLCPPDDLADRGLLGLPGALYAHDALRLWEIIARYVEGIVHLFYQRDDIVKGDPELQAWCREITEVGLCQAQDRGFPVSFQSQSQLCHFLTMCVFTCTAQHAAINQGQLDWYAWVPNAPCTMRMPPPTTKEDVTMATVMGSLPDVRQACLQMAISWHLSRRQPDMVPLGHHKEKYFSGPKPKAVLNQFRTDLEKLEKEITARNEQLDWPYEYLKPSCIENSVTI
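Purified human 12hLO (150 nM final) in 25 mM Hepes, 0.01% Triton X-100, pH 7.0 was preincubated 15 min at room temperature with compound. Then 40 uM arachidonic acid was added, 30 min. Hydroperoxide was read by Fe-XO absorbance ratio 573/405 nm.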
* hit, by the source's call; ? = inconclusive; [ ] = remark or other dose. Unless noted, % is set by controls: 0 for no effect and ±100 for the full control effect.

#	LDHA inh	ALOX12 inh	SMILES
1	11	?	S=c1sc(SCc2ccccc2)c(SCc2ccccc2)s1
2	13	7%	CC(Sc1ncnc2nc[nH]c12)C(=O)NCCc1c[nH]c2ccc(Cl)cc12 (stereo unspecified)
3	-6	-3%	CC1CCN(C(CNCC(O)COc2ccccc2)c2cccs2)CC1 (stereo unspecified)
4	-10	?	COC(=O)c1cc(NC(=O)c2cnn3cccnc23)cc(C)c1C
5	1	13%	O=C(Nc1ccc(-c2ccccc2)cc1)c1ccccc1Cl
6	9	-20%	O=Cc1n[nH]nc1-c1ccccc1
7	5	?	O=C(O)CNS(=O)(=O)c1cccnc1
8	-2	-5%	COc1ccc(OC)c(S(=O)(=O)N2CCN(C(=O)NC3CC3)CC2)c1
9	3	?	CCC1CCCCN1C(=O)Cn1c(=O)n(Cc2ccc3c(c2)OCO3)c(=O)c2sccc21 (stereo unspecified)
10	0	-19%	Cc1c(C(=O)NCc2coc(-c3cccs3)n2)cccc1[N+](=O)[O-]
11	-1	0%	COc1ccc(OC)c(NC(=O)Cn2ccc3ccc(Cl)cc32)c1
12	-1	-6%	O=C(C[C@H]1C=C[C@H](NC(=O)Nc2ccccc2F)[C@@H](CO)O1)NCc1ccc(-c2ccccc2)cc1

#	LDHA inh	ALOX12 inh	SMILES
13	0	31%[activator]	Cc1cc(C(=O)Nc2ccc3c(c2)CCC3)cs1
14	1	?	O=C(O)C(=O)/C=C/c1cccs1
15	-2	?	CCc1ccc(C(=O)Nc2sc(C)c(C)c2C#N)s1
16	-1	11%	COC(=O)c1cnc(NC(=O)Cc2cccc3ccccc23)s1
17	-3	-9%	COc1ccc2oc(-c3ccc(NC(=O)c4cccc(F)c4)cc3)nc2c1
18	2	-3%	CCOc1cccc(-c2cc(C(=O)O)c3cccc(C)c3n2)c1
19	-6	-10%	O=C(O)/C=C/C(=O)NCCN1CCOCC1
20	-5	-9%	COc1cc(=O)n(-c2ccc(F)cc2)nc1C(=O)Nc1ccccc1SC
21	-1	-14%	COCc1nn2c3c(cnc2c1-c1ccccc1)C(=O)CC(c1ccc(OC)cc1OC)C3 (stereo unspecified)
22	-4	61%	Cc1ccccc1NC(=O)CSC1=C(C#N)C(c2ccccc2F)CC(=O)N1 (stereo unspecified)
23	-1	-27%	COc1ccc(NC(=O)CSc2ncc(-c3ccc(F)cc3)o2)cc1OC
24	-4	4%	Cc1oc2cc(OCCN3CCC(C)CC3)ccc2c(=O)c1-c1ccccc1

A second format for part of the listing above:
#	compound	LDHA inh	ALOX12 inh
20	COc1cc(=O)n(-c2ccc(F)cc2)nc1C(=O)Nc1ccccc1SC	-5	-9%
21	COCc1nn2c3c(cnc2c1-c1ccccc1)C(=O)CC(c1ccc(OC)cc1OC)C3 (stereo unspecified)	-1	-14%

Next section:
#	LDHA inh	ALOX12 inh	SMILES
25	0	?	NC(=O)NC(=O)CSc1nc2ccccc2c(=O)n1-c1ccccc1Cl
26	3	16%	Nc1ccc(S(N)(=O)=O)cc1[N+](=O)[O-]
27	7	0%	COCCNc1oc(COc2ccc(-c3ccccc3)cc2)nc1C#N
28	1	10%	Cc1cc(C)c(S(=O)(=O)N2CCOC23CCN(C(=O)c2ccc(F)c(F)c2)CC3)c(C)c1
29	4	?	COc1cc(NC(=O)Nc2ccc3nc(N4CCOCC4)cc(C)c3c2)cc(OC)c1OC
30	-5	-25%	COC(=O)[C@@]12C[C@@H](CC(=O)NCc3cccs3)C(=O)N(Cc3ccc4c(c3)OCO4)C1=CCC(C)(C)C2
31	-3	?	C#CCN(CCC(=O)OC)C(C)C
32	10	1%	COC(=O)c1ccc(/C=C/C(=O)NCCC(c2ccccc2)c2ccccc2)cc1
33	-2	4%	Cc1cc(C)c(S(=O)(=O)N2CCOC23CCN(C(=O)CCc2ccccc2)CC3)c(C)c1
34	-13	34%[activator]	O=c1c(Cl)c(N2CCN(Cc3nc(-c4ccccc4Cl)no3)CC2)cnn1-c1ccccc1
35	12	6%	Cc1[nH]c2ccccc2c1C(=O)CSc1nnnn1C1CC1
36	5	23%	CN(Cc1ccccc1Br)C(=O)Cn1c(Cl)nc2c1c(=O)n(C)c(=O)n2C

#	LDHA inh	ALOX12 inh	SMILES
37	1	21%	Cc1ccsc1C(=O)Nc1cccc2c1CCCC2
38	0	5%	O=C(O)CCc1ccc(F)c(F)c1
39	-6	?	CC(C)(C(=O)NCCc1c[nH]c2ccccc12)c1ccccc1
40	1	4%	CCCOC(=O)c1[nH]c2c(c1C)C(=O)CCC2
41	3	?	CC(C)C[C@H]1CNC(=O)C(=O)N1C[C@@H]1CCCN1C[C@H](Cc1ccc(O)cc1)N1C[C@H](Cc2ccccc2)N(CC2CCCCCC2)C(=O)C1=O
42	-5	?	Cn1cnc2c1c(=O)n(CC(=O)NCc1ccc(F)cc1)c(=O)n2C
43	7	2%	CN1CCN(C(CNCC(O)COC2CCCc3ccccc32)c2cccs2)CC1 (stereo unspecified)
44	-10	-11%	Cc1noc(/C=C\c2ccc(S(=O)(=O)N3CCCCC3C)cc2)c1NC(=O)C1CC1 (stereo unspecified)
45	1	?	CN1CCN(Cc2cc(=O)oc3cc(-c4ccccc4)c(O)cc23)CC1
46	3	?	c1ccc(NC2(c3nnnn3-c3ccccc3)CCCCC2)cc1
47	0	?	CNC(=O)c1cccc(NC(=O)Cc2c[nH]c3ccccc23)c1
48	-5	-7%	CC1CCCN(S(=O)(=O)c2cc(C(=O)OCc3nc4ccccc4o3)ccc2Cl)C1 (stereo unspecified)

#	LDHA inh	ALOX12 inh	SMILES
49	-1	?	O=C(Nc1ccc2oc(-c3ccccc3F)nc2c1)c1cccc(I)c1
50	1	-20%	O=C(O)C(c1c(-c2ccccc2)[nH]c2ccccc12)N1CCN(Cc2ccccc2)CC1 (stereo unspecified)
51	5	0%	Cc1ccc(C(=O)Nc2cccc3c2CCCC3)cc1
52	7	-46%	Cc1ccc(F)cc1NCc1ccccc1C#N
53	-5	-2%	Cc1cc(S(=O)(=O)N2CCCC2c2nnc3ccccn23)ccc1Br (stereo unspecified)
54	-4	-5%	O=C(NC1CCCC1)C1c2ccccc2OCC(=O)N1CCCN1CCOCC1 (stereo unspecified)
55	6	23%	CC(C(=O)NCC1CCCCC1)n1cnc2c1c(=O)n(C)c(=O)n2C (stereo unspecified)
56	7	?	Cc1ccc(-c2noc(CN(C)C(=O)COc3ccc(Cl)cc3Cl)n2)cc1
57	-15	14%	CCc1c(C)c2ccc(OCC(=O)c3ccccc3)cc2oc1=O
58	-23	48%[activator]	CCOC(=O)c1cnc2c(OC)cccc2c1Nc1cc(C(=O)O)ccc1C
59	-1	-10%	COc1ccc(N2C(=O)CCS2(=O)=O)cc1S(=O)(=O)Nc1c(C)cc(C)cc1Cl
60	-2	-6%	COc1cc(NC(=O)NCc2ccc(Cl)cc2Cl)cc(OC)c1OC

#	LDHA inh	ALOX12 inh	SMILES
61	0	-20%	C/C=C/c1ccc(OCc2ccc(C#N)cc2)c(OC)c1
62	-10	25%	COc1ccccc1CCNC(=O)c1csc(NC(C)C)n1
63	2	16%	CC(NC(=O)/C(C#N)=C\c1ccc(C(C)(C)C)cc1)c1ccccc1 (stereo unspecified)
64	-7	-5%	Cc1cc(C)c(NC(=O)CSc2nc(CN(C)C)nc3ccccc23)c(C)c1
65	-3	-46%	CC1CCCN(S(=O)(=O)c2ccc3c(c2)C(C)(C)C(=O)N3CC(=O)NC2CCCCCC2)C1 (stereo unspecified)
66	-4	?	CC(C)(CNC(=S)NCc1ccccc1)CNC(=S)NCc1ccccc1
67	5	-12%	Cn1c(=O)c2c(ncn2CC(=O)NC2CCCC2)n(C)c1=O
68	0	?	O=C1CCCC2=C1C(c1ccc(Cl)c(Cl)c1)n1nnnc1N2 (stereo unspecified)
69	6	6%	O=C(CSc1nc2c(c(C(F)(F)F)n1)CCc1ccccc1-2)NC1CCCC1
70	-8	?	CCN(CC1CCOC1)C(=O)c1nn(C(C)C)c(=O)c2ccccc12 (stereo unspecified)
71	7	55%[activator]	Clc1ccc(-c2noc(C34CC5CC(CC(C5)C3)C4)n2)cc1
72	-19	10%	Cc1ccc(CN(C)C(=O)c2cc(-c3ccncc3)nc3ccccc23)o1

Another view of part of the listing above.
[1] S=c1sc(SCc2ccccc2)c(SCc2ccccc2)s1
[2] CC(Sc1ncnc2nc[nH]c12)C(=O)NCCc1c[nH]c2ccc(Cl)cc12 (stereo unspecified)
[3] CC1CCN(C(CNCC(O)COc2ccccc2)c2cccs2)CC1 (stereo unspecified)
[4] COC(=O)c1cc(NC(=O)c2cnn3cccnc23)cc(C)c1C
[5] O=C(Nc1ccc(-c2ccccc2)cc1)c1ccccc1Cl
[6] O=Cc1n[nH]nc1-c1ccccc1
[7] O=C(O)CNS(=O)(=O)c1cccnc1
[8] COc1ccc(OC)c(S(=O)(=O)N2CCN(C(=O)NC3CC3)CC2)c1
[9] CCC1CCCCN1C(=O)Cn1c(=O)n(Cc2ccc3c(c2)OCO3)c(=O)c2sccc21 (stereo unspecified)
[10] Cc1c(C(=O)NCc2coc(-c3cccs3)n2)cccc1[N+](=O)[O-]
screen / no.	1	2	3	4	5	6	7	8	9	10
LDHA inh	11	13	-6	-10	1	9	5	-2	3	0
ALOX12 inh	?	7%	-3%	?	13%	-20%	?	-5%	?	-19%

[11] COc1ccc(OC)c(NC(=O)Cn2ccc3ccc(Cl)cc32)c1
[12] O=C(C[C@H]1C=C[C@H](NC(=O)Nc2ccccc2F)[C@@H](CO)O1)NCc1ccc(-c2ccccc2)cc1
[13] Cc1cc(C(=O)Nc2ccc3c(c2)CCC3)cs1
[14] O=C(O)C(=O)/C=C/c1cccs1
[15] CCc1ccc(C(=O)Nc2sc(C)c(C)c2C#N)s1
[16] COC(=O)c1cnc(NC(=O)Cc2cccc3ccccc23)s1
[17] COc1ccc2oc(-c3ccc(NC(=O)c4cccc(F)c4)cc3)nc2c1
[18] CCOc1cccc(-c2cc(C(=O)O)c3cccc(C)c3n2)c1
[19] O=C(O)/C=C/C(=O)NCCN1CCOCC1
[20] COc1cc(=O)n(-c2ccc(F)cc2)nc1C(=O)Nc1ccccc1SC
screen / no.	11	12	13	14	15	16	17	18	19	20
LDHA inh	-1	-1	0	1	-2	-1	-3	2	-6	-5
ALOX12 inh	0%	-6%	31%[activator]	?	?	11%	-9%	-3%	-10%	-9%

[21] COCc1nn2c3c(cnc2c1-c1ccccc1)C(=O)CC(c1ccc(OC)cc1OC)C3 (stereo unspecified)
[22] Cc1ccccc1NC(=O)CSC1=C(C#N)C(c2ccccc2F)CC(=O)N1 (stereo unspecified)
[23] COc1ccc(NC(=O)CSc2ncc(-c3ccc(F)cc3)o2)cc1OC
[24] Cc1oc2cc(OCCN3CCC(C)CC3)ccc2c(=O)c1-c1ccccc1
screen / no.	21	22	23	24
LDHA inh	-1	-4	-1	-4
ALOX12 inh	-14%	61%	-27%	4%

Going on with the list:
#	LDHA inh	ALOX12 inh	SMILES
73	-5	16%	CCOC(=O)c1ccc(NC(=O)c2nc3ccccc3nc2N2CCCCC2)cc1
74	-2	-9%	Cc1ccccc1OCc1nc(C#N)c(NCc2ccc3c(c2)OCO3)o1
75	-19	0%	O=C(O)c1ccc(S(=O)(=O)Nc2cc(F)ccc2OCC(F)(F)F)cc1
76	-5	-3%	COc1ccc(OC)c(C(=O)COC(=O)c2ccc(Cl)c(S(N)(=O)=O)c2)c1
77	2	15%	Fc1cc(Br)ccc1OCc1nnc(C2CC2)o1
78	8	-4%	CCCNC(=O)c1ccc2ccccc2n1
79	9	1%	CN1CCN(CCNC(=O)CC2CCN(C(=O)c3cc4ccccc4[nH]3)CC2)CC1
80	8	-16%	O=C(/C=C/C(=O)OCCc1ccccc1)OCCc1ccccc1
81	1	10%	Cc1ccc(C(=O)O/N=C2/CC3CCC2(C)C3(C)CBr)cc1 (stereo unspecified)
82	-22	-24%	COc1ccccc1CNC(=O)c1csc(NC2CC2)n1
83	2	-9%	Cc1occc1-c1nnc(SC(C(=O)Nc2cccc(C(F)(F)F)c2)c2ccccc2)n1C (stereo unspecified)
84	8	5%	CCN(CC)S(=O)(=O)c1cc(NC(=O)COC(=O)c2cc(C)nc3ccccc23)ccc1C

#	LDHA inh	ALOX12 inh	SMILES
85	2	10%	O=C(CSc1nnc2ccccn12)N1CCN(C(c2ccccc2)c2ccccc2)CC1
86	2	67%[activator]	O=C(O)CCCSc1ccc(Cl)cc1
87	5	?	CC(=O)c1c(C)[nH]c(-c2csc(CC(=O)Nc3cccc(C)c3)n2)c1C
88	-7	32%[activator]	CS(=O)(=O)N1CCCCC1C(=O)NC1CCCC1 (stereo unspecified)
89	6	11%	O=C(CN1CCN(C(=O)c2cc3ccccc3[nH]2)CC1)N1CCCCCC1
90	1	45%[activator]	Cn1c(=O)[nH]c(=O)c2c1nc(NCCc1ccccc1)n2CCO
91	8	?	Cc1nc2sc3c(c2c2nc(C(=O)NCc4ccco4)nn12)CC(C)(C)OC3
92	-3	3%	Cc1cc(NC(=O)c2nc3ccccc3nc2N2CCN(C)CC2)ccc1Br
93	-12	-19%	CC(NC(=O)c1ccc(S(N)(=O)=O)o1)c1ccc(OC(F)F)cc1 (stereo unspecified)
94	7	-7%	COc1ccc(C2=NOC(Cn3c(=O)c4c(ncn4C)n(C)c3=O)C2)cc1 (stereo unspecified)

Assay outcomes from PubChem BioAssay.

An excerpt, so the mix of outcomes need not match the whole.
